MEKK2 WT-MEK5: modulators of MEK5 binding to wildtype MEKK2, primary screen, biochemical, multiplex bead flow cytometry, Alexa488-MEK5; 290,000 tested, 1.1% active; Mitogen-activated protein kinase kinase kinase 2 (Homo sapiens), Q9Y2U5; binding response (% of control), % at 10 µM; Alexa488-MEK5 binding to MEKK2 WT; actives lie on both sides; in the data active = binding response below about 67% or above about 130%
PfM18AAP inh: PfM18AAP inhibitors, malaria aminopeptidase, primary screen, biochemical, QFRET, recombinant enzyme. M18 aspartyl aminopeptidase (Plasmodium falciparum 3D7). H-Glu-NHMec fluorogenic cleavage. inhibition, % at 7.35 µM. 290,000 tested, 1.2% active. AID 1822, 2009;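 active = inhibition above the campaign mean inhibition over all tested compounds plus 3 SD, cut at about 28% in these data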;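 also: 0% = plate median of test compound wells and 100% = 2 mM ZnCl2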
OXTR agonist: human OXTR agonists, primary screen, fluorescence, CHO-OTR cells, Fluo-8 calcium; Oxytocin receptor (Homo sapiens), P30559; Fluo-8 calcium fluorescence; normalized: DMSO 0%, oxytocin 100%; activation, % at 3 µM; 320,000 tested, 0.32% active;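 active = activation above the mean of all tested compounds plus 3 SD, cutoff set per screening run, cut at about 20% in these data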;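 also: peak over basal fluorescence ratio from a 100 s FLIPR kinetic read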
MEKK3 PB1 HTS: modulators of MEKK3-MEK5 PB1 binding, primary screen, biochemical, wildtype MEKK3, multiplex bead flow cytometry, Alexa488-MEK5 | Mitogen-activated protein kinase kinase kinase 3 (Homo sapiens), Q99759 | bead-based flow cytometry, Alexa488-MEK5 binding to MEKK3; actives lie on both sides; 0 = blocked by unlabeled MEK5, 100 = vehicle | binding response (% of control), % at 10 µM | 290,000 tested, 1.4% active;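 active = binding response more than 3 SD above or below the average of its plate-row segment, actives on both sides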;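 also: Alexa488 bead fluorescence after subtracting the streptavidin-only scavenger bead signal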
Target sequence (Q99759 whole entry, looked up): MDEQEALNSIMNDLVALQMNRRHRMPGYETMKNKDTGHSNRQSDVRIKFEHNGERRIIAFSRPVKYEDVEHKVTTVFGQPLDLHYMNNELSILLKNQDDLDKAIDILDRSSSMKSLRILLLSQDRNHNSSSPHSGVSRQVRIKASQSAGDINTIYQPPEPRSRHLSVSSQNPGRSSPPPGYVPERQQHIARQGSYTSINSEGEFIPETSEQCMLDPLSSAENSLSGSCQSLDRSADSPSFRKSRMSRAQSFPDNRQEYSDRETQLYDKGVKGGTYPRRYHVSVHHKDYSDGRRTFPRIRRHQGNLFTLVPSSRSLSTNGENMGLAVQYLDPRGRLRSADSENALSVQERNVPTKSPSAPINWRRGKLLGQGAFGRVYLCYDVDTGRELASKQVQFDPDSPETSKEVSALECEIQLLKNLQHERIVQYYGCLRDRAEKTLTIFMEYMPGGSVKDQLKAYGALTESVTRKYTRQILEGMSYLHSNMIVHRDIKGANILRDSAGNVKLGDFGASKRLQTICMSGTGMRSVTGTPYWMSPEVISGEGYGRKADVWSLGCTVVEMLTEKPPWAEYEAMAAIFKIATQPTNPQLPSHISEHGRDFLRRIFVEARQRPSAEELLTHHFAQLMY
DNA FID counter: compounds displacing fluorescent DNA intercalator, primary screen, artefact control for HCV NS3 helicase inhibitor project, biochemical, FID fluorescence. DNA fluorescent intercalator displacement. inhibition, % at 7.9 µM. 290,000 tested, 0.17% active. AID 1845, 2009; in the data active = inhibition above about 37%;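 also: 0% = vehicle and 100% = reference compound; higher means more ethidium bromide displaced from hairpin DNA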
MEKK2mut PB1 HTS: MEK5 binding signal on mutant MEKK2 PB1, primary screen, biochemical, multiplex bead flow cytometry, Alexa488-MEK5. AID 1530, 2009. 290,000 tested, 0.35% active. Alexa488-MEK5 binding to MEKK2 mutant. percent response, % at 10 µM; in the data active = percent response above about 24%, passing the limit was not always enough; also: inactives centre near 1; some results filed as inactive read as strong as hits; reference of the scale not given here
GPR7 antagonist: GPR7 receptor antagonists, primary screen, cell-based, fluorescence, single concentration | Neuropeptides B/W receptor type 1 (Homo sapiens), P48145 | GPR7-expressing cells, fluorescence antagonist assay | inhibition, % at 4.4 µM | 290,000 tested, 1.1% active | AID 1861, 2009; in the data active = inhibition above about 16%, passing the limit was not always enough;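 also: cells stimulated with the agonist NPW; 0% = agonist with vehicle and 100% = vehicle without agonist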
Target sequence (P48145 whole entry, looked up): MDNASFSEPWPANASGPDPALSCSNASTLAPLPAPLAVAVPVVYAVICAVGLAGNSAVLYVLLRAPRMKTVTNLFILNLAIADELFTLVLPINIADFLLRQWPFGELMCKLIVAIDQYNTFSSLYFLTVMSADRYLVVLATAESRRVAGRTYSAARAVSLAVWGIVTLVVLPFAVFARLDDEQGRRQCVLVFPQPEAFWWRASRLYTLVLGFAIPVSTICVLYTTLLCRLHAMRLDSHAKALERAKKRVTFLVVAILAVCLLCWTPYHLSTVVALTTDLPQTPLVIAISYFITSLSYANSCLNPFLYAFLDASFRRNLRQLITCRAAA
NALP1 inh: NALP1 inflammasome inhibitors in reconstituted yeast, colorimetric, S. cerevisiae, triplicate retest. S. cerevisiae NALP1/ASC/caspase-1 growth, X-gal OD620, 72 h. inhibition, % at 10 µM. 280,000 tested, 0.61% active. AID 2071, 2009; in the data active = inhibition mostly above about 24%, no sharp cut-off; inactive = mostly below about 32%; also: some compounds called inactive have numbers as strong as hits
PHOSPHO1 inh: PubChem AID 1565; Phosphoethanolamine/phosphocholine phosphatase (Homo sapiens), Q8TCT1; recombinant PHOSPHO1, absorbance phosphatase assay; inhibition, % at 13.3 µM; 290,000 tested, 1.1% active; in the data active = inhibition above about 60%
An asterisk follows results filed as active; nt = not tested or not shown.

SMILES	MEKK2 WT-MEK5	PfM18AAP inh	OXTR agonist	MEKK3 PB1 HTS	DNA FID counter	MEKK2mut PB1 HTS	GPR7 antagonist	NALP1 inh	PHOSPHO1 inh
CCCS(=O)(=O)N1CCCC(C(=O)Oc2ccc(C)c(C)c2)C1 (stereo unspecified)	112	1	-2.5	104	-27	6	-9	10	nt
CCOc1ccccc1Nc1nc(-c2cccnc2)cs1	106	7	nt	101	-20	5	-21	7	29
COc1ccc(N(CCC#N)C(=O)/C(C#N)=C/c2cccs2)cc1	89	7	0.7	92	-6	-12	11	-17	-8
CCOc1ccc(/C=N/NC(=O)c2ccc(Cn3cc([N+](=O)[O-])cn3)o2)cc1	104	-6	1.5	102	-7	9	5	11	-50
S=c1[nH]nc(C2CCCCC2)n1/N=C/c1ccc(Br)cc1	97	21	-0.5	94	-28	-2	-27	-14	-46
CCCN(Cc1nnc(-c2ccccc2Cl)o1)C(=O)c1cccc(S(=O)(=O)N2CCOCC2)c1	107	1	-0.2	101	-43	8	2	10	23
c1ccc2c(c1)ncn2-c1ccc(-c2ccnc(-c3ccncc3)n2)cc1	nt	2	1.6	nt	-2	nt	4	4	28
O=C(CN(CC1CCCO1)C(=O)CNS(=O)(=O)c1ccc(F)cc1)NCCc1ccccc1 (stereo unspecified)	98	3	-1.3	96	-30	1	-15	-6	37
CCC(C)[C@H](NC(=O)NCc1ccc(Cl)cc1)C(=O)OC (stereo partly specified)	104	-7	-1.5	101	-6	6	-8	8	12
O=C1CC(=C(c2ccccc2)c2ccccc2)C(=O)N1CCN1CCN(c2cccc(Cl)c2)CC1	106	4	-1.4	100	-12	6	1	16	23
COc1cc(C2NC(=O)NC(C)=C2C(=O)OC2CCC(C)CC2)ccc1O (stereo unspecified)	100	-3	0.1	103	-33	3	-3	15	51
CN(CC(=O)Nc1cc(Cl)cc(Cl)c1)Cc1cccs1	100	3	-1.3	98	-4	4	9	18	32
O=C(Nc1ccccc1Cl)NC1(C(=O)N2CCC(O)CC2)CCCCC1	94	14	-0.7	97	-11	-2	-17	-3	18
Cc1[nH][nH]c(=O)c1/C=N/N1CCOCC1	100	-1	-0.3	101	0	1	-4	-14	24
Cc1ccc(S(=O)(=O)N(CC(=O)NCc2ccncc2)Cc2ccccc2F)cc1	108	-1	1.4	107	-24	5	-8	0	32
CCN1C(=O)/C(=C\C(=O)c2cccs2)c2cc(Br)ccc21	102	11	-0.4	106	-8	4	3	2	18
O=C(Nc1ccc2c(c1)nc1n2CCCCC1)c1cc(S(=O)(=O)N2CCOCC2)ccc1Cl	107	-6	0.1	99	-24	7	-1	-23	-14
N/C(Cc1nc(-c2ccc(F)cc2)cs1)=N\O	102	-4	0.5	104	0	4	7	30	25
CCOC(=O)C1CCN(c2nc(-c3ccc(Br)cc3)nc3ccccc23)CC1	85	-1	-0.2	78	7	-10	-4	-4	-7
Cc1nnc2ccc(-c3ccc(NC(=O)c4ccco4)cc3)nn12	99	8	-0.8	101	-7	-1	-6	2	-2
Cc1ccc(S(=O)(=O)Nc2ccc(N3CCOCC3)cc2)cc1[N+](=O)[O-]	104	0	1.3	104	4	5	-9	3	17
CCCCC(=O)NCCNc1nc2c(c(=O)n(C)c(=O)n2C)n1Cc1ccc(F)cc1	101	2	-1.5	104	-19	1	0	-13	0
COc1cc(/C=C/c2ccc3cccc([N+](=O)[O-])c3n2)ccc1OCC(=O)O	101	7	0.5	107	-11	-6	-14	-22	2
CCOc1cc(S(=O)(=O)NCc2cccnc2)c(C)cc1C	101	1	-0.4	101	-14	3	-14	-13	46
CC(C)NS(=O)(=O)c1ccc(OCC(=O)Nc2ccc(F)cc2F)cc1	84	-3	-1.0	81	-8	-1	-2	13	0
Cn1c(SCC(=O)Nc2ccc3c(c2)OCCO3)nnc1-c1ccccn1	91	12	-1.7	93	-13	-9	-12	11	2
O=C(NCCc1ccccc1)C1CCCN(S(=O)(=O)c2cnc[nH]2)C1 (stereo unspecified)	118	-4	0.5	112	-2	5	6	9	-3
CC1CCN(C(=O)CSc2ccc(-c3cccnc3)nn2)CC1	107	-9	0.3	98	-16	3	-6	14	38
COc1ccc(-c2csc(N(CC3CCCO3)C(=O)c3ccc(C)cc3)n2)cc1 (stereo unspecified)	101	-8	0.1	91	-7	1	-6	7	6
CC1=C/C(=N\NC(=O)c2cccs2)CC(C)(C)C1	106	-14	-0.3	106	-6	1	-21	-10	19
COc1ccc(-c2oc3ccccc3c2C(=O)OCc2ccccc2)cc1	104	8	2.8	104	-5	-2	6	6	-24
O=C(NCC1CC1)Nc1cccc(Cl)c1	100	1	7.8	102	-2	5	4	4	33
COc1ccc(C2c3ccc(O)cc3Oc3ncn(CCN4CCOCC4)c(=N)c32)cc1OC (stereo unspecified)	121	17	3.6	110	-9	11	-10	9	23
CCOC(=O)C1CCCc2c1[nH]c1c(C(=O)O)cccc21 (stereo unspecified)	95	3	-0.2	95	-13	-1	17	9	-4
CCCCC1(O)CC(C(F)(F)F)=NN1C(=O)COc1ccccc1 (stereo unspecified)	102	4	3.1	79	-25	3	-25	18	-8
O=C(CSc1nnnn1C1CCCCC1)Nc1nc2c(s1)CCCC2	103	-6	-0.9	104	-27	3	-22	33	7
CNc1nc2c(c(=O)[nH]c(=O)n2C)n1CCOC	103	-6	nt	106	-2	7	6	2	-7
Cc1nnc(SCC(=O)Nc2ccc([N+](=O)[O-])cc2)n1CC1CCCO1 (stereo unspecified)	101	5	-0.2	98	-8	2	-5	12	13
CN1CCN(NC(=O)c2cn(-c3ccccc3)nc2-c2cccs2)CC1	105	0	-0.2	105	13	-1	-4	2	29
COc1cccc(C(=O)Nc2cccnc2)c1	nt	2	-0.6	nt	-1	nt	0	32	-9
CC(C(=O)NCc1ccc2c(c1)OCO2)c1ccc([N+](=O)[O-])cc1 (stereo unspecified)	94	-11	5.1	98	-2	-1	7	6	0
COc1ccc(Cc2c(Cl)ncnc2Cl)cc1	104	2	-2.9	113	1	0	-5	14	-31
CCOc1cc(/C=C2\SC(=S)N(NC(=O)c3cccnc3)C2=O)ccc1O	82	18	8.8	92	-7	-13	2	28	46
Brc1ccc(CSc2ccc3nnc(-c4cccnc4)n3n2)cc1	97	0	-1.2	98	-25	0	-17	-8	7
O=C(NCCc1ccccn1)C(F)(F)C(F)(F)C(F)(F)C(F)(F)C(F)(F)C(F)(F)C(F)(F)C(F)F	110	-2	0.0	103	-3	10	-8	17	-1
O=C(COC(=O)c1ncc(Cl)c(Cl)c1Cl)NC(=O)NCc1ccccc1	97	18	-1.3	100	-5	-6	4	-4	32
O=C(Nc1ccc2c(c1)OCCO2)c1cccc(Cl)c1	103	-2	-2.5	102	1	1	2	17	30
CCN(CC)C(=O)CC(c1cc(OC)c(OC)c(OC)c1)c1c(OC)cc(OC)c2ccc(=O)oc12 (stereo unspecified)	151*	nt	0.0	123	nt	2	nt	-3	4
COc1cc(COCC(O)CN2CCN(Cc3ccc4c(c3)OCO4)CC2)cc(OC)c1OC (stereo unspecified)	105	1	0.4	111	2	0	-2	-31	2
CCc1c(C)sc(NC(=O)c2cccs2)c1C#N	98	0	0.5	99	0	-2	-6	27	-7

A section from further up, as a working copy:
SMILES	MEKK2 WT-MEK5	PfM18AAP inh	OXTR agonist	MEKK3 PB1 HTS	DNA FID counter	MEKK2mut PB1 HTS	GPR7 antagonist	NALP1 inh	PHOSPHO1 inh
CCCCC1(O)CC(C(F)(F)F)=NN1C(=O)COc1ccccc1 (stereo unspecified)	102	4	3.1	79	-25	3	-25	18	-8
O=C(CSc1nnnn1C1CCCCC1)Nc1nc2c(s1)CCCC2	103	-6	-0.9	104	-27	3	-22	33	7
CNc1nc2c(c(=O)[nH]c(=O)n2C)n1CCOC	103	-6	nt	106	-2	7	6	2	-7
Cc1nnc(SCC(=O)Nc2ccc([N+](=O)[O-])cc2)n1CC1CCCO1 (stereo unspecified)	101	5	-0.2	98	-8	2	-5	12	13
CN1CCN(NC(=O)c2cn(-c3ccccc3)nc2-c2cccs2)CC1	105	0	-0.2	105	13	-1	-4	2	29
COc1cccc(C(=O)Nc2cccnc2)c1	nt	2	-0.6	nt	-1	nt	0	32	-9
CC(C(=O)NCc1ccc2c(c1)OCO2)c1ccc([N+](=O)[O-])cc1 (stereo unspecified)	94	-11	5.1	98	-2	-1	7	6	0
COc1ccc(Cc2c(Cl)ncnc2Cl)cc1	104	2	-2.9	113	1	0	-5	14	-31
CCOc1cc(/C=C2\SC(=S)N(NC(=O)c3cccnc3)C2=O)ccc1O	82	18	8.8	92	-7	-13	2	28	46
Brc1ccc(CSc2ccc3nnc(-c4cccnc4)n3n2)cc1	97	0	-1.2	98	-25	0	-17	-8	7
O=C(NCCc1ccccn1)C(F)(F)C(F)(F)C(F)(F)C(F)(F)C(F)(F)C(F)(F)C(F)(F)C(F)F	110	-2	0.0	103	-3	10	-8	17	-1
O=C(COC(=O)c1ncc(Cl)c(Cl)c1Cl)NC(=O)NCc1ccccc1	97	18	-1.3	100	-5	-6	4	-4	32
O=C(Nc1ccc2c(c1)OCCO2)c1cccc(Cl)c1	103	-2	-2.5	102	1	1	2	17	30
CCN(CC)C(=O)CC(c1cc(OC)c(OC)c(OC)c1)c1c(OC)cc(OC)c2ccc(=O)oc12 (stereo unspecified)	151*	nt	0.0	123	nt	2	nt	-3	4
COc1cc(COCC(O)CN2CCN(Cc3ccc4c(c3)OCO4)CC2)cc(OC)c1OC (stereo unspecified)	105	1	0.4	111	2	0	-2	-31	2
CCc1c(C)sc(NC(=O)c2cccs2)c1C#N	98	0	0.5	99	0	-2	-6	27	-7
